High-throughput results as filed in PubChem.
NR2E3 ag-1: human photoreceptor-specific nuclear receptor agonism; inhibition of corepressor binding, % at 3.98 µM; 360,000 tested, 0.35% active; Q9Y5X4; AID 602229; CHO-S Gal4-NCOR/VP16-NR2E3 two-hybrid, luciferase;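 active means inhibition above the mean of all tested compounds plus 3 SD, cut at about 70% in these data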;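 further: 0% = DMSO with NR2E3 transfected cells and 100% = cells lacking NR2E3 construct; higher means lower luciferase signal from less NR2E3 corepressor binding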
Target sequence (Q9Y5X4 whole entry, looked up, the tested form may be a part): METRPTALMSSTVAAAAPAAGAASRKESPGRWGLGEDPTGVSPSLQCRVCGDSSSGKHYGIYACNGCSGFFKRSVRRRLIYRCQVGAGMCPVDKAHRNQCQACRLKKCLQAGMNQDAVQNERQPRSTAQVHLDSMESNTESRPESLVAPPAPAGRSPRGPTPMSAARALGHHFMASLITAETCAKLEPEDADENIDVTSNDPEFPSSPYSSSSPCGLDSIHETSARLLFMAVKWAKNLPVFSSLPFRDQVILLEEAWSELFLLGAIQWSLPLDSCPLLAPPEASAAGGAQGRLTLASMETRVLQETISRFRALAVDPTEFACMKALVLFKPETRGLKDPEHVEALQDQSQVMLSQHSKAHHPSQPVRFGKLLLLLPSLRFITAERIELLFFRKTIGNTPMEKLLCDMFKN
Peg3 prom inh: reduces Peg3 promoter-driven luciferase expression in HeLa. HeLa PEG-Prom luciferase reporter, luminescence, overnight. inhibition, % at 20 µM. 360,000 tested, 1.7% active. AID 588405;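 active means inhibition of at least 50% at 20 µM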
KKLEB cytotox: counter-screen for CF NF-kB inhibitors: cytotoxicity. KKLEB CF airway cells viability, ATPlite luminescence, overnight; active compounds read low; cells stimulated with P. aeruginosa culture filtrate. activity change (cytotoxicity), % at 5 µM. 360,000 tested, 0.36% active. AID 602141;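 active means corrected activity change at or below -50% at 5 µM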
Shn3 3UTR inh: reduces Shn3 3'UTR luciferase signal in osteoblasts; Clone20 osteoblast Shn3 3'UTR firefly luciferase, 24 h; inhibition, % at 12.5 µM; 360,000 tested, 0.52% active;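 active means mean inhibition of at least 75% with every replicate also reaching 75%; inconclusive means mean inhibition at least 75% but some replicate below; inactive means mean inhibition below 75%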;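 further: 0% = median of neutral control wells and 100% = pilot-screen positive control compound; some compounds past the cut are filed as inactive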
NR2E3 ag-2: activates human photoreceptor nuclear receptor NR2E3 | Q9Y5X4 | GST-NR2E3/biotin-RetCOR TR-FRET, 1536-well | 320,000 tested, 0.12% active | inhibition of corepressor binding, % at 4.78 µM | AID 2300;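 active means percent inhibition above the cutoff of mean plus 3 SD of all tested compounds, set per screening campaign, cut at about 20% in these data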;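 further: 0% = DMSO wells and 100% = biotin wells as full block of FRET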
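Test system – NR2E3–RetCOR corepressor complex · Quantity – NR2E3 fusion 1.35 nM · Buffer or medium – Tris pH 7.5 · Incubation – Compound–protein incubation for 5 h at 4 °C · Technique – TR-FRET, Eu(K)-anti-GST donor, streptavidin-D2 acceptor, ex 340, em 617/671 nm · Evaluation – percent inhibition of 671/617 nm emission ratio versus biotin and DMSO controls · Plate – 1536-well format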
HIF-2a block: HIF-2a inhibition; 786-0 RCC cells HIF-2a reporter, luciferase luminescence, overnight; inhibition, % at 18.8 µM; 360,000 tested, 0.72% active;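 active means inhibition of the luminescence signal of 40% or more relative to plate controls, in a single-dose primary screen at 18.75 µM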
CF NFkB inh: inhibitors of cystic fibrosis induced NF-kB. KKLEB NF-kB-GFP reporter, PAF-induced, GFP fluorescence overnight. inhibition, % at 5 µM. 360,000 tested, 0.86% active;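 active means at least 50% inhibition at 5 µM, scaled per plate between neutral and stimulator controls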;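 further: PAF is a Pseudomonas aeruginosa culture filtrate used as stimulus; plate controls were PAF-stimulated DMSO wells for no effect and unstimulated DMSO wells for full effect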
TRPM1 prom inh: reduces MITF-dependent TRPM1 promoter luciferase signal; AID 488899; 330,000 tested, 0.83% active; inhibition, % at 12.5 µM; SK-MEL-5 TRPM1 promoter luciferase, 24 h;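 active means mean inhibition across replicates of 60% or more, whatever share of single replicates reaches that level; inconclusive means some that reach 60%, reason not given; inactive means mean inhibition across replicates below 60%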; further: values of inactives mirror those of a sister screen read the other way
Vif imaging: blocks HIV Vif function; HEK293T cells, Vif self-association by quenched fluorescence, imaging, 24 h; inhibition, % at 7.49 µM; 340,000 tested, 0.35% active; AID 602346; in the data active means inhibition above about 50%, passing the limit was not always enough; inconclusive means no clear call, values can overlap the other calls; inactive means below about 31%; further: some results filed as inactive read as strong as hits
CaV13 ICDI inh: Disruptors of the CACNA1D IQ motif to Ca2+-dependent inactivation inhibitor domain association, primary screening, Förster resonance energy transfer in intact living …. HEK cells, CFP/YFP FRET ICDI-IQ, plate reader, 10 min; percent FRET-ratio fall versus neutral wells. inhibition, % at 12.3 µM. 340,000 tested, 0.098% active. AID 743397;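 active means mean replicate inhibition of at least 30% and at least 1% of replicates passing that level; inconclusive means only one of the two criteria is met; inactive means neither criterion is met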;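 further: 0% = median of the neutral control wells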
PDI turbidity: inhibitors of human protein disulfide isomerase. 350,000 tested, 0.052% active. PDI insulin aggregation turbidity, A650, 90 min. inhibition, % at 10 µM;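 active means mean inhibition across replicates of 30% or more, whatever share of single replicates reach that level; inconclusive means mean inhibition below 30% while every single replicate reaches 30%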;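 further: absorbance from insulin aggregation driven by PDI reduction with DTT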
Target sequence (P07237 whole entry, looked up): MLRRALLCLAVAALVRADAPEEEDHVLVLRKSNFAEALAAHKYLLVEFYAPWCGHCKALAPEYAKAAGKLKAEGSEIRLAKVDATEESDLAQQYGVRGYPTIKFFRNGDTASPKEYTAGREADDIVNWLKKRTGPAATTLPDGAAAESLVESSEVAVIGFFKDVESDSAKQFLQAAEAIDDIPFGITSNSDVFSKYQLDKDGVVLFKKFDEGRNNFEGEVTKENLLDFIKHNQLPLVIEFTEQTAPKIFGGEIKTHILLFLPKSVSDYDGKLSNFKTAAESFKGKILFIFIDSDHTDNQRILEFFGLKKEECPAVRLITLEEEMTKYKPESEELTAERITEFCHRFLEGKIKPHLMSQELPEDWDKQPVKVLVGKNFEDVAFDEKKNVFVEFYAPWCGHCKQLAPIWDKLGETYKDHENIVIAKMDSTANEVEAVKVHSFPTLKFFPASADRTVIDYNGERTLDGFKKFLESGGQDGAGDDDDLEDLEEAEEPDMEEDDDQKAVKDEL
* hit, by the source's call; ? = inconclusive; / = no result given. Hits appear at their usual frequency. About 3.3% of those tested had a hit in this group.

Sequence of screens – Shn3 3UTR inh	HIF-2a block	PDI turbidity	Peg3 prom inh	NR2E3 ag-1	CF NFkB inh	TRPM1 prom inh	NR2E3 ag-2	CaV13 ICDI inh	KKLEB cytotox	Vif imaging
COc1cc(NC(=S)NC(=O)CC(C)C)ccc1NC(=O)c1cc2ccccc2o1
 : 27.4	-45.9	9.3	-40.0	-19.8	3.9	0.8	-1.7	-18.4	10.1	-9.9
Nc1ccc2c(c1)ncn2CCCn1cnc2cc(N)ccc21
 : 0.6	9.9	-0.7	15.3	-26.9	4.5	2.7	-3.0	-9.4	-1.3	0.1
CC1=C(C(=O)OCC2CCCCC2)C(c2cccc(O)c2)NC(=O)N1 (stereo not drawn)
 : 11.1	21.9	-6.1	20.6	8.4	8.1	2.2	-0.4	/	3.7	-2.7
CC(=O)c1c(O)cc(=O)n(-c2ccccc2)c1-c1ccc(C)cc1
 : -13.2	0.7	-2.4	7.3	25.8	-7.5	-1.5	1.2	-4.7	8.4	1.5
O=C(COC(=O)C12CC3CC(CC(C3)C1)C2)NCCCc1ccccc1
 : 3.4	17.1	-6.3	7.5	-14.7	-4.6	6.6	-0.4	-14.1	6.8	2.4
CCOC(=O)CSc1nc2ccccc2c(=O)[nH]1
 : 1.1	9.1	18.0	4.2	2.3	-5.6	-21.2	3.2	-5.4	-0.3	0.4
COC(=O)c1c(NC(=O)CCl)sc(C(=O)N2CCOCC2)c1C
 : -23.3	-1.8	-5.3	36.7	2.1	50.1*	25.2	1.8	-2.9	-40.4	-5.2
CC1(C)Cc2c(cnn2-c2ccc(F)cc2)C(NC(=O)CN2CCCC2=O)C1 (stereo not drawn)
 : -15.5	-40.6	-3.1	-20.6	-34.4	8.2	-14.5	-0.8	-6.6	-6.5	6.1
O=C(Nc1c(C(=O)N2CCN(c3ccccn3)CC2)oc2ccccc12)c1cccc([N+](=O)[O-])c1
 : -0.6	-14.0	7.7	0.0	-13.1	-19.1	-6.0	0.7	-2.9	15.2	-9.9
O=C(O)CCSc1nc2ccccc2c(=O)[nH]1
 : -2.8	9.2	-18.5	-1.6	-25.8	-3.0	-18.5	1.9	/	-5.2	26.6
O=C(c1ccc(=O)[nH]n1)N1CCN(S(=O)(=O)c2ccc3ccccc3c2)CC1
 : 8.8	17.6	2.6	16.8	15.8	-20.1	7.1	3.8	5.5	2.0	-2.0
Cc1noc2c1C(c1ccc(N(C)C)cc1)C1=C(CC(C)(C)CC1=O)N2 (stereo not drawn)
 : -2.7	10.7	3.9	-3.8	1.3	25.7	13.3	0.5	-10.6	-6.8	-0.4
CC1c2[nH]c3ccccc3c2CCN1C(=O)Nc1ccccc1 (stereo not drawn)
 : 5.1	10.1	-1.5	18.9	-9.9	10.6	5.9	-2.4	-1.1	-3.1	0.0
CC(CN(C)C)CN1c2ccccc2Sc2ccccc21 (stereo not drawn)
 : -94.9	-11.7	-0.7	10.8	13.1	15.9	7.6	-1.4	-4.9	11.9	-12.4
O=C(COC(=O)C1COc2ccccc2O1)Nc1ccccc1OC(F)F (stereo not drawn)
 : 15.4	22.0	-7.2	13.9	4.2	-16.4	26.4	/	-5.6	11.8	-0.9
COc1ccc(/C=N/Nc2ncc(C(F)(F)F)cc2Cl)cc1OC
 : 7.1	6.1	0.2	-15.3	21.1	-7.6	9.8	-5.1	-3.3	8.5	14.0
CCCCN(C(=O)C(C)Oc1ccc(Br)cc1)c1c(N)n(CC(C)C)c(=O)[nH]c1=O (stereo not drawn)
 : -10.2	-6.0	-0.8	-16.8	-16.7	7.1	7.6	4.3	-5.3	4.9	12.5
CN(C(=O)COC(=O)CCCN1C(=O)c2cccc3cccc(c23)C1=O)C1CCS(=O)(=O)C1 (stereo not drawn)
 : -25.1	-4.4	0.7	-8.6	-13.6	-21.3	-16.6	0.5	-5.7	-13.6	3.5
Cc1ccc(C)c(NC(=O)CCC(=O)NNC(=O)C(c2ccccc2)c2ccccc2)c1
 : 3.9	-7.4	-5.4	40.5	-1.1	-6.4	5.5	5.6	-5.7	-7.5	-8.3
O=C1CC(/C=C/c2ccc([N+](=O)[O-])cc2)=Nc2ccccc2N1
 : 9.0	-18.2	-2.6	-11.4	-39.6	1.6	0.8	9.3	-16.6	-4.6	6.2
CCC(=O)N1N=C(c2ccccc2)CC1c1ccc([N+](=O)[O-])cc1 (stereo not drawn)
 : -3.2	21.7	6.0	5.1	-5.9	6.9	3.6	-2.8	-4.5	7.7	2.0
Cn1cnnc1SCC(=O)N/N=C/c1ccc(OCC(N)=O)cc1
 : -9.9	18.9	-5.2	5.5	-9.5	8.1	-0.2	-1.5	-4.5	16.8	1.0
Cc1ccc(O)c(Nc2nc(-c3ccccc3)nc3ccccc23)c1
 : -13.0	-27.7	-6.6	-15.3	-6.2	-10.4	11.0	0.8	-1.6	9.2	-0.7
O=C(NC1CCCCC1)C(c1ccccn1)N(C(=O)c1csnn1)C1CC1 (stereo not drawn)
 : 9.8	8.1	-0.1	7.8	-15.1	0.1	-7.7	0.5	-4.9	-0.1	-5.2
Cc1cc(C(=O)N2CCN(Cc3ccccc3)CC2)ccc1[N+](=O)[O-]
 : -0.4	3.9	2.5	13.4	8.3	4.7	-18.7	3.9	-20.3	7.3	0.9
O=C(CSc1nnc(COc2ccc(F)cc2)o1)N1c2ccccc2CCc2ccccc21
 : 31.5	23.5	6.1	32.9	18.9	3.4	11.9	-0.2	-8.6	-2.3	13.4
Cc1ccc(NS(=O)(=O)c2ccc(Cl)nc2)c(C)c1
 : 2.4	0.5	-1.2	5.0	0.3	10.0	11.1	/	-5.9	12.7	-4.9
COc1ccccc1OCc1ccc(C(=O)NCCN(C)C)o1
 : -8.8	6.7	-2.5	-0.7	-21.0	6.5	-8.6	-2.7	/	12.2	0.8
COc1ccc(NC(C)=O)cc1NC(=O)CN1CCN(c2ccccn2)CC1
 : -10.3	6.4	1.9	10.7	-11.6	-8.7	0.8	1.7	/	5.6	-2.1
O=c1c2c3n(c(=S)nc2[nH]n1-c1ccccc1)CCCCC3
 : -8.9	-1.2	5.2	7.1	-32.8	-3.9	-3.3	0.6	-9.0	-0.5	-13.2

Additional entries follow:
Sequence of screens – Shn3 3UTR inh	HIF-2a block	PDI turbidity	Peg3 prom inh	NR2E3 ag-1	CF NFkB inh	TRPM1 prom inh	NR2E3 ag-2	CaV13 ICDI inh	KKLEB cytotox	Vif imaging
O=c1c2[nH]c3ccc(F)cc3c2ncn1CCC1=CCCCC1
 : -61.0	-91.4	0.7	-67.0	-31.3	4.4	-65.7	1.9	-13.9	-5.9	-5.4
CN(C)C(=O)C(=O)c1cccn1-c1ccccc1C#N
 : 10.4	14.7	13.9	16.6	-10.3	-5.7	1.4	0.3	-3.1	-0.9	/
COC(=O)[C@@H]1C[C@@]2(O)[C@@H](O)[C@@H](O)[C@@H](O)C[C@H]2N1CC(c1ccccc1)c1ccccc1
 : 7.0	11.1	12.9	2.3	12.0	-21.0	4.1	-1.7	-4.5	16.6	-2.8
CCOc1ncccc1C(=O)Nc1ccc(C(=O)Nc2ccc(OC)cc2)cc1
 : 8.8	-3.2	-5.4	-12.3	-21.1	14.3	3.8	44.0*	-7.6	-10.6	-0.5
CCc1nnc(NS(=O)(=O)c2ccc(NC(=O)c3cccc(OC)c3)cc2)s1
 : -2.6	0.9	-2.5	0.2	-21.1	7.2	8.6	4.7	-2.6	-1.2	5.0
COc1ccc(N2CCN(C(=O)Cn3nnc(-c4ccccc4N)n3)CC2)cc1
 : -1.9	17.5	7.9	9.1	4.1	2.5	-0.1	3.2	-17.6	29.0	/
N#Cc1ccccc1S(=O)(=O)Nc1ccc2c(c1)C(=O)OC2
 : 18.1	16.5	2.9	2.3	-8.1	-9.3	2.0	-2.9	-19.1	0.3	1.0
O=C(NCCCN1CCC(Cc2ccccc2)CC1)c1ccc2nc(N3CCOCC3)sc2c1
 : 33.4	8.1	3.3	5.0	-2.5	-1.5	-12.2	0.3	4.6	-14.4	2.1
CC(C)CCNC(=O)C(c1ccco1)N(Cc1cccs1)C(=O)Cn1nnc2ccccc21 (stereo not drawn)
 : 14.1	19.0	15.3	9.4	-9.8	8.9	8.1	/	-7.3	-3.2	13.3
CC(C)(C)NC(=O)C1CC1(c1ccccc1)c1ccccc1 (stereo not drawn)
 : 12.3	15.7	-2.3	7.8	8.4	11.0	5.8	-1.7	-19.6	6.4	8.5
COc1cccc(NC(=O)CSc2nc3ccccc3nc2N2CCOCC2)c1
 : -0.3	-79.8	/	7.2	-17.4	0.0	/	-1.7	-3.9	9.1	?
CCOc1ccc(N2C(=O)/C(=C/c3ccco3)N(C)C2=S)cc1
 : -5.2	2.6	6.4	-2.2	-20.5	10.5	2.6	1.6	-17.0	-15.7	-5.7
COc1cc(/C=N/NC(=O)Cc2ccccc2)ccc1Oc1ccc([N+](=O)[O-])cc1[N+](=O)[O-]
 : 6.1	-0.5	-10.6	14.9	-13.4	9.3	6.9	-0.2	-19.5	0.2	-1.1
CCOc1ccc(C(=S)N2CCCC2)cc1OCC
 : 0.6	13.4	-0.8	13.9	-19.2	24.9	1.1	0.1	-1.5	-8.6	0.6
CC(=O)c1c(C)[nH]c(C(=O)NNC(=O)c2ccc(Br)cc2)c1C
 : -11.7	-10.9	-7.5	-5.8	-3.0	-9.9	-7.6	/	-3.7	3.6	1.4
O=C(Nc1ccccn1)C1CCCN(c2ncnc3c2nc2n3CCCCC2)C1 (stereo not drawn)
 : 15.7	11.5	1.6	17.7	-30.9	0.2	6.9	4.1	-3.0	-0.6	-4.0
Cc1cc(Cl)c(C)c(S(=O)(=O)N2CCN(CC(=O)N3CCOCC3)CC2)c1Cl
 : 4.5	7.0	11.2	3.4	0.4	0.0	5.4	4.8	-5.5	-3.6	-2.3
c1coc(-c2nc(-c3ccncc3)no2)c1
 : /	-188.9	1.6	-204.3	-46.8	-2.0	-9.8	1.3	/	4.3	/
COc1ccccc1NC(=O)C1CCCN(c2nc(C)cc(C)n2)C1 (stereo not drawn)
 : 13.2	6.3	-16.9	10.8	-16.0	1.3	10.6	-1.6	-4.6	0.4	-8.4
CCCCCCCCCSc1n[nH]c(N)n1
 : 16.3	-9.9	-0.6	12.5	15.6	12.8	11.1	-2.3	-4.1	-20.0	/
CCOc1ccc(NC(=O)N2CCC(n3nnc4cc(C)ccc43)CC2)cc1
 : -11.0	-2.7	11.1	5.4	7.2	5.7	2.3	2.0	-4.3	-4.1	-3.7
